# From PubChem BioAssay
# CHO-K1 Ca PAM: nonselective calcium activators in parental CHO-K1 cells, primary screen, counter-screen for M1 PAM project, cell-based, Fluo-8 calcium fluorescence, full deck, 1536-well | ATP EC20; 0% at ATP EC20, 100% at ATP max | activation, % at 3 µM | 0.02% of 360,000 active;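 active means activation above the run cutoff, the mean activation of all test compounds plus 3 SD, cut at about 40% in these data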;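 further: peak over basal fluorescence ratio in a 140 s read after ATP addition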
# CRFBP-R2 agonist: agonists of CRF-BP/CRF-R2 complex, primary screen, cell-based, HEK293, calcium dye fluorescence, uHTS; CRF-binding protein / CRF receptor 2 complex (human); calcium dye fluorescence (FLIPR); percent of saturating CRF peptide response; activation, % at 13.2 µM; 0.46% of 350,000 active;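 active means activation of at least 50%, plus an integration ratio under a set limit after plate pattern correction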;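 further: plate controls were neutral control wells without compound for no effect and CRF at EC100 for full effect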
# CRFBP-R2 block: antagonists of CRF-BP/CRF-R2 complex, primary screen, cell-based, HEK293, calcium dye fluorescence, uHTS; inhibition, % at 11.8 µM; CRF-induced calcium fluorescence; 0.59% of 350,000 active; AID 588475, 2011;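 active means inhibition of the ligand-induced calcium signal above about 50% at the single tested concentration, limit read from the data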
# M5 PAM: human M5 muscarinic receptor positive allosteric modulators, primary screen, CHO-K1 cells, Fluo-8 calcium fluorescence; 0.3% of 360,000 active; CHO-K1 hM5, ACh EC20 PAM; 0% = ACh EC20, 100% = ACh EC100; activation, % at 3 µM;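 active means activation above the run cutoff, the mean activation of all test compounds plus 3 SD, cut at about 18% in these data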
#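 Assay system: CHO-K1 hM5 cells / Incubation: Fluo-8 loading 80 min at 37 °C plus 30 min room temperature / Technique: Fluo-8 calcium dye fluorescence, kinetic read / Repeats: single replicate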
# TAAR1 antagonist: human TAAR1 antagonists, primary screen, Fluo-8 calcium fluorescence, CHO RD-HGA16 cells | Trace amine-associated receptor 1 (Homo sapiens), Q96RJ0 | antagonist | inhibition, % at 3 µM | 1.5% of 360,000 active | AID 624466, 2012;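 active means inhibition above a per-plate cutoff, the mean inhibition of test compounds on that plate plus 3 SD, cut at about 49% in these data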;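 further: 0% = DMSO plus EC80 beta-PEA response and 100% = DMSO alone without agonist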
# Target sequence (Q96RJ0 whole entry, looked up): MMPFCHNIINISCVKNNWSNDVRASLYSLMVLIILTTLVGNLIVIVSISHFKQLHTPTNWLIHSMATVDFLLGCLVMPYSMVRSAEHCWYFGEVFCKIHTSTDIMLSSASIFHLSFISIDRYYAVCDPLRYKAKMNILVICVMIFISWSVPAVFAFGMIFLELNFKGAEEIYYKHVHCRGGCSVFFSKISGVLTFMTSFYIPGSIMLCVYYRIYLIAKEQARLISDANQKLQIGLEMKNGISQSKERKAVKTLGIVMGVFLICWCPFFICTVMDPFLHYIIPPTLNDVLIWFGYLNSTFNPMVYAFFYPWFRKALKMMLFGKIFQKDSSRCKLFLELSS
#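 test system = CHO RD-HGA16 cells bearing hTAAR1 | replication = singlicate | controls = DMSO-only wells and EC80 β-PEA-stimulated wells | reagent = EC80 β-phenethylamine stimulus | read-out basis = percent inhibition of PEA-evoked calcium signal, max/basal emission ratio | schedule = seeding 17-24 h prior, 75-min 37 °C, 30-min RT dye loading | signal = kinetic Fluo-8 calcium fluorescence measurement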
# CHRM4 PAM: human M4 muscarinic receptor positive allosteric modulators, primary screen, CHO-K1 cells, Fluo-8 calcium fluorescence. Muscarinic acetylcholine receptor M4 (Homo sapiens), P08173. CHO-K1 hM4/Gqi5, ACh EC20; 0% = ACh EC20, 100% = maximal ACh. activation, % at 3 µM. 0.4% of 360,000 active;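 active means activation above its plate's cutoff, the mean activation of sample wells plus 3 SD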; further: some results filed as inactive read as strong as hits
# Target sequence (P08173 whole entry, looked up): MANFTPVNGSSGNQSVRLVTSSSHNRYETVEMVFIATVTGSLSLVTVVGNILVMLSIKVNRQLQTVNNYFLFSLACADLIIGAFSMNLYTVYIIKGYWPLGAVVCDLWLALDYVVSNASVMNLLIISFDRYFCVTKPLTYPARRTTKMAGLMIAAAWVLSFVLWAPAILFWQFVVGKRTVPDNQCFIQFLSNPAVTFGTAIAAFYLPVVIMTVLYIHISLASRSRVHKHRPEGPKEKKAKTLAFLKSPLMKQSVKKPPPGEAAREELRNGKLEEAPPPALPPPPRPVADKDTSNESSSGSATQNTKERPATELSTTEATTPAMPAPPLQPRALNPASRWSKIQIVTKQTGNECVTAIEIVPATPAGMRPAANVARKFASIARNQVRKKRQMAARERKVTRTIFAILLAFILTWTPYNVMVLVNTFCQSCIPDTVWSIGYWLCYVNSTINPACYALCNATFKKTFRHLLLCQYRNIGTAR
# M5 antag: human M5 muscarinic receptor antagonists, primary screen, CHO cells, Fluo-8 calcium fluorescence | AID 624040, 2012 | 0.59% of 360,000 active | CHO-hM5 cells, ACh EC80 | inhibition, % at 3 µM | Muscarinic acetylcholine receptor M5 (Homo sapiens), P08912;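 active means inhibition above a per-plate cutoff, the mean of that plate's test compounds plus 3 SD, cut at about 27% in these data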;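 further: 0% = acetylcholine EC80 with DMSO and 100% = DMSO without agonist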
# TAAR1 ag: human TAAR1 agonists, primary screen, Fluo-8 calcium fluorescence, CHO RD-HGA16 cells | Trace amine-associated receptor 1 (Homo sapiens), Q96RJ0 | vehicle wells 0%, saturating PEA agonist 100% | activation, % at 3 µM | 0.99% of 360,000 active | AID 624467, 2012;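 active means activation above the mean activation of all test compounds in the run plus 3 SD, cut at about 38% in these data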
#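 Test system: RD-HGA16 (CHO) cells co-expressing Gα16 and hTAAR1 | Doses: Single dose, 3 µM | Schedule: 17-24 h seeding, 75 min 37 °C dye, 30 min RT | Evaluation: % activation from peak over basal fluorescence ratio, DMSO-to-PEA scaled | Technique: Kinetic Fluo-8 calcium fluorescence | Benchmarks: Low control DMSO, high control PEA (EC100)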
# M5 ag: human M5 muscarinic receptor agonists, primary screen, CHO-K1 cells, Fluo-8 calcium fluorescence; Muscarinic acetylcholine receptor M5 (Homo sapiens), P08912; CHO-K1 hM5 cells; 0% DMSO wells, 100% maximal acetylcholine response; activation, % at 3 µM; 0.19% of 360,000 active;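 active means activation above the run's mean over test compounds plus 3 SD, cut at about 23% in these data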;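 further: signal is peak over basal fluorescence ratio across the kinetic read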
# * = called active by the depositor; · = not tested or not shown. Not a hit list. Share with any hit: about 4.2%.
SMILES,CHO-K1 Ca PAM,CRFBP-R2 agonist,CRFBP-R2 block,M5 PAM,TAAR1 antagonist,CHRM4 PAM,M5 antag,TAAR1 ag,M5 ag
CCN1C(=O)NC2C1N(S(C)(=O)=O)CCN2S(C)(=O)=O (stereo not drawn),-6,-0.8,-4,-7,-6,-5,0,1,-2
COc1ccc(NC(=O)c2ccc3c(=O)n(-c4ccc(OC)cc4OC)c(=S)[nH]c3c2)c(OC)c1,17,-0.6,-11,-7,33,-7,10,20,19
COc1ccc(C(=O)c2c(O)cc(-c3ccc(OC)cc3)oc2=O)cc1,8,-2.8,8,-4,7,-4,3,4,-2
COc1ccc(C(=O)c2cnc(C(C)C)n2C)cc1,8,3.0,-6,-1,14,4,-2,9,1
O=c1n(Cc2ccccc2)c(O)c2n1Cc1ccccc1N=C2c1ccccc1,14,·,·,-9,16,-3,2,1,4
CSc1sc(C(=O)NN)c2c1C(O)CCC2 (stereo not drawn),-17,0.6,0,-10,17,-4,10,7,3
CN(C)c1ccc(N=Nc2cccc3ccoc23)cc1,1,-3.6,1,-1,-10,-2,11,0,-3
COCCOC(=O)c1c(C)n(C)c2ccc(OC(=O)c3c(OC)cccc3OC)cc12,-5,1.1,5,-11,49*,-10,20,18,2
Cc1ccc(NC(=O)c2c(C)noc2-c2snnc2C)cc1,17,-0.7,4,5,-22,0,1,1,-9
COCC(=O)N1CCC(Oc2ccc(C(=O)N3CCSCC3)cc2)CC1,-5,-2.2,24,9,-3,4,-4,1,-2
O=C(CC1Sc2ccccc2NC1=O)Nc1cccnc1 (stereo not drawn),-12,1.9,11,-13,8,-3,18,4,-6
COc1ccccc1CCC(=O)N1CCC(n2nccc2NC(=O)CC(C)C)CC1,1,-4.5,7,-10,-23,-3,21,2,-2
COc1ccc(Cc2nnc(NCCO)[nH]c2=O)cc1OC,-24,-0.5,-3,-1,1,-3,6,4,-2
CC(=O)Nc1cccc(NC(=O)c2ccc([N+](=O)[O-])cc2Cl)c1,13,8.6,-43,-2,-9,4,0,1,0
Cc1cccc(C(=O)N2CCCC(c3nc(-c4ccc(F)cc4)no3)C2)c1 (stereo not drawn),3,-0.3,3,-4,15,-4,4,2,-2

# A second format for some results above:
structure | CHO-K1 Ca PAM | CRFBP-R2 agonist | CRFBP-R2 block | M5 PAM | TAAR1 antagonist | CHRM4 PAM | M5 antag | TAAR1 ag | M5 ag
COCCOC(=O)c1c(C)n(C)c2ccc(OC(=O)c3c(OC)cccc3OC)cc12 | -5 | 1.1 | 5 | -11 | 49* | -10 | 20 | 18 | 2
CN(C)c1ccc(N=Nc2cccc3ccoc23)cc1 | 1 | -3.6 | 1 | -1 | -10 | -2 | 11 | 0 | -3
COc1ccccc1CCC(=O)N1CCC(n2nccc2NC(=O)CC(C)C)CC1 | 1 | -4.5 | 7 | -10 | -23 | -3 | 21 | 2 | -2
CCN1C(=O)NC2C1N(S(C)(=O)=O)CCN2S(C)(=O)=O (stereo not drawn) | -6 | -0.8 | -4 | -7 | -6 | -5 | 0 | 1 | -2
COc1ccc(C(=O)c2cnc(C(C)C)n2C)cc1 | 8 | 3.0 | -6 | -1 | 14 | 4 | -2 | 9 | 1

# Reprinted at random: 3 records from the list
SMILES,CHO-K1 Ca PAM,CRFBP-R2 agonist,CRFBP-R2 block,M5 PAM,TAAR1 antagonist,CHRM4 PAM,M5 antag,TAAR1 ag,M5 ag
CSc1sc(C(=O)NN)c2c1C(O)CCC2 (stereo not drawn),-17,0.6,0,-10,17,-4,10,7,3
CCN1C(=O)NC2C1N(S(C)(=O)=O)CCN2S(C)(=O)=O (stereo not drawn),-6,-0.8,-4,-7,-6,-5,0,1,-2
O=c1n(Cc2ccccc2)c(O)c2n1Cc1ccccc1N=C2c1ccccc1,14,·,·,-9,16,-3,2,1,4

# Returning to the listing; the 2 compounds before the break are reprinted first.
SMILES,CHO-K1 Ca PAM,CRFBP-R2 agonist,CRFBP-R2 block,M5 PAM,TAAR1 antagonist,CHRM4 PAM,M5 antag,TAAR1 ag,M5 ag
CC(=O)Nc1cccc(NC(=O)c2ccc([N+](=O)[O-])cc2Cl)c1,13,8.6,-43,-2,-9,4,0,1,0
Cc1cccc(C(=O)N2CCCC(c3nc(-c4ccc(F)cc4)no3)C2)c1 (stereo not drawn),3,-0.3,3,-4,15,-4,4,2,-2
N#CC[n+]1cc(-c2ccc(Cl)cc2)n2c1CCC2,-13,0.0,-2,-6,-12,3,2,12,-3
CCC(c1nnc(SCC(=O)Nc2nnc(-c3ccccc3)o2)n1Cc1ccccc1)N(C)C (stereo not drawn),0,-1.9,11,-3,-4,-3,-3,5,2
CC(/C=C1\SC(=S)N(CC(=O)N2CCN(c3ccccc3)CC2)C1=O)=C\c1ccccc1,11,-2.1,0,8,-9,17,-1,2,-1
COC(=O)c1ccc(C)c(NC(=O)CCSc2ccccc2)c1,4,-0.2,3,6,-5,-2,-7,16,-5
Cc1cc(N2CCC(C)CC2)n2nc(C)c(-c3ccccc3)c2n1,16,-0.3,-32,9,7,12,-9,5,-8
Cc1c(C(=O)NCc2ccc3c(c2)OCCO3)sc(=O)n1Cc1ccc(S(=O)(=O)N(C)C)cc1,-5,·,·,-20,-3,-3,14,5,8
CCOC(=O)COc1ccc(S(=O)(=O)N2CCN(c3ccc(F)cc3)CC2)cc1,24,-0.3,2,-8,14,-8,7,0,-2
CCCCCCCC(=O)N/N=C/c1ccc(Br)cc1,5,4.3,-106,-4,18,12,-3,17,1
C#CCOC(=O)/C(=C/c1ccc(F)cc1)NC(C)=O,18,-4.4,18,5,0,11,-1,3,-2
Cc1ccsc1C(=O)N1CCCC(CO)(Cc2ccccc2F)C1 (stereo not drawn),25,34,-69,11,2,6,-7,6,0
O=C(O)c1cc2c(N3CCC(Cc4ccccc4)CC3)ncnc2s1,1,0.6,-142,0,-26,7,-4,34,1
CCOc1ccccc1-c1nc(-c2ccc(NC(=O)Cc3ccccc3OC)cc2)no1,-2,2.0,-16,12,26,5,9,3,-1
COc1ccccc1-c1nc2ccc(Cl)cc2c(=O)n1O,13,-0.7,-4,-4,-3,2,11,0,-2
CN=C1SC(C(=O)O)CC(=O)N1C (stereo not drawn),7,-2.0,14,4,5,1,-2,0,1
CC(C)(C)c1ccc(S(=O)(=O)NCc2ccc(C(=O)NCc3ccccn3)cc2)cc1,1,0.6,-9,-7,-1,1,15,4,-2
COC(=O)[C@@]12C[C@@H](CC(=O)NCc3cccc4ccccc34)C(=O)N(Cc3ccc4c(c3)OCO4)C1=CCC(C)(C)C2,·,·,·,-6,-14,21,7,2,1
Cc1ccc(S(=O)(=O)N2CCN(C(=O)Cc3ccccc3)CC2)cc1C,4,-1.2,1,0,4,-1,-1,0,0
CC1CC(C)CN(C(=O)CN2C(=O)NC(C)(C)C2=O)C1 (stereo not drawn),-3,-0.8,4,3,-1,3,4,1,2
CC(Oc1ccccc1)C(=O)Nc1ccc(S(=O)(=O)N2CCOCC2)cc1 (stereo not drawn),-11,2.2,-11,-8,-9,-1,0,11,9
O=C(NC1CC1)c1ccc2snnc2c1,17,-0.6,-13,-5,12,-6,1,2,1
Cc1cc(C(=O)N/N=C/c2c(C)nn(-c3ccccc3)c2C)c(C)o1,22,0.0,-13,3,-21,1,-15,4,-2
CCOC(=O)c1ccc(S(=O)(=O)N2CCN(C3CCCC3)CC2)cc1,11,0.0,17,1,-3,-6,8,7,-3
CCN(CC)c1nc(Oc2ccc(=O)[nH]n2)nc(N2CCOCC2)n1,15,-2.0,3,1,-17,7,5,2,2
CCCCc1ccc(NS(=O)(=O)c2cccc(C(=O)N3CCNC(=O)C3)c2)cc1,1,-1.1,-18,3,0,6,-4,0,0
O=C(NNS(=O)(=O)c1ccc(F)cc1)c1cnccn1,-10,3.7,-2,-13,-2,-1,19,1,1
COc1ccc(/C=N\NC(=O)c2ccccc2Cl)cc1COc1c(F)c(F)c(F)c(F)c1F,23,1.7,-11,0,-15,-3,-9,-2,-4
COc1ccc(C(=O)N2CCN=C2SCc2cccnc2)cc1OC,11,-0.5,1,0,3,1,2,-2,2
C=C(C)c1cccc(C(C)(C)NC(=O)NCc2cccnc2)c1,-5,-7.8,2,4,-17,5,7,-2,-12
CCCCCNC(=O)c1ccc2c(c1)ncn2-c1ccc(OC)cc1,2,1.2,-2,-2,-9,1,12,0,-6
CCCCN1C(=O)C(CC(=O)NCc2ccco2)CC(C(=O)N(C(C)C)C(C)C)=C1C (stereo not drawn),12,·,·,-9,0,-5,11,-1,-1

# Quoted from the listing:
# `CCOC(=O)c1ccc(S(=O)(=O)N2CCN(C3CCCC3)CC2)cc1` in CRFBP-R2 block: 17
# `O=C(NC1CC1)c1ccc2snnc2c1` in M5 ag: 1
